Assay outcomes deposited in PubChem BioAssay by several laboratories.
MOR-DOR inv ag = inverse agonist of human OPRM1-OPRD1 heterodimerization. P35372+P41143. cell-based MOR-DOR heterodimer luminescence, inverse agonism. inhibition, % at 9.3 µM. actives 0.21% (n = 340,000). AID 504357; in the data active means inhibition above about 22%, passing the limit was not always enough;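 further: 0% = cells with DMSO and 100% = wells without cells with DMSO; values of inactives mirror those of a sister screen read the other way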
HTR5A inv ctr = HTR5A inverse agonism, opioid heterodimer counter-screen; actives 0.083% (n = 340,000); P47898; HTR5A cell line, luminescence; inhibition, % at 9.3 µM; in the data active means inhibition mostly above about 23%, no sharp cut-off; inactive means mostly below about 18%;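 further: 0% = cells with DMSO and 100% = no-cell wells with DMSO; some compounds called inactive have numbers as strong as hits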
MOR-DOR ag = OPRM1-OPRD1 heterodimerization agonism; actives 0.3% (n = 340,000); P35372+P41143; cells, luminescence; activation, % at 9.3 µM; in the data active means activation above about 18%;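 further: 0% = vehicle-treated cells and 100% = reference agonist; values of inactives mirror those of a sister screen read the other way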
HTR5A ag ctr = HTR5A agonism, opioid heterodimer counter-screen | actives 0.61% (n = 340,000) | AID 504692 | HTR5A agonist assay, luminescence, cell-based | P47898 | activation, % at 9.3 µM; in the data active means activation mostly above about 9.5%, no sharp cut-off; inactive means mostly below about 7.6%;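 further: 0% = cells with vehicle only and 100% = reference agonist; strong numbers were not always called active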
Pemphigus Ab inh = blocks pemphigus antibody binding to human desmoglein-3 | AID 588358 | actives 0.48% (n = 310,000) | DSG3-coupled beads, scFv-anti-DSG3-GFP binding, flow cytometry; active compounds read low | binding (percent of control), % at 10 µM | P32926;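 active means binding more than 3 SD below its plate's average and above zero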;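 further: hits lower antibody fragment binding to DSG3; some compounds called inactive have numbers as strong as hits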
Target sequence (P32926 whole entry, looked up, the tested form may be a part): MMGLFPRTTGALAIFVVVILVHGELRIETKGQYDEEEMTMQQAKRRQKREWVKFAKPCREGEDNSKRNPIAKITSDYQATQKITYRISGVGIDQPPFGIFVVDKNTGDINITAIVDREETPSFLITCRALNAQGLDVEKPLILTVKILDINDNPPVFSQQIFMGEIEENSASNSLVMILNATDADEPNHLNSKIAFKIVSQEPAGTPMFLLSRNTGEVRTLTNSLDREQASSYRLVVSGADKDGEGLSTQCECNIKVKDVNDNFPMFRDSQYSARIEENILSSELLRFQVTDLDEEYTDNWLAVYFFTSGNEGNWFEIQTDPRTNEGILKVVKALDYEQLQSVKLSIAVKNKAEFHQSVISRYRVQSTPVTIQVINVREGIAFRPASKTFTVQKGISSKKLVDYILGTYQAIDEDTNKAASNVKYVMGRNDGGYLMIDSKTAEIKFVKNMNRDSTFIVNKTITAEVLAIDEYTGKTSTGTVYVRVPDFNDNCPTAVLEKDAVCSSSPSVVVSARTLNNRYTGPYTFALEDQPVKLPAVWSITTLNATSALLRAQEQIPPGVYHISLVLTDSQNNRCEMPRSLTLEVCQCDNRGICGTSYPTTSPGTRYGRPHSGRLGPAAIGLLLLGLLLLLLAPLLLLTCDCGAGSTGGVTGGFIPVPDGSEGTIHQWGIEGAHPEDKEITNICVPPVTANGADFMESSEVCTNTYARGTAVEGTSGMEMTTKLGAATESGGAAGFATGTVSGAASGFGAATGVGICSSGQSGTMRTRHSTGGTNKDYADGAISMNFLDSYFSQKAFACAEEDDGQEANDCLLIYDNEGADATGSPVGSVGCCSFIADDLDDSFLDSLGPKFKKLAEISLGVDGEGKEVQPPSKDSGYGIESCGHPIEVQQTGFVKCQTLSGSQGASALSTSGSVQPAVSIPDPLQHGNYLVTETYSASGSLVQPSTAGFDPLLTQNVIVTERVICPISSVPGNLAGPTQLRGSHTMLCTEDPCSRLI
PKA-R1A act = activates the PKA-R1A holoenzyme complex. actives 0.083% (n = 340,000). activation, % at 11.4 µM. P00514+P68181. PKA-R1A dissociation, Cy5-IP20 fluorescence polarization; scaled: DMSO 0%, 113 µM cGMP 100%;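 active means percent activation above the mean of all tested compounds plus 3 SD, cut at about 19% in these data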;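 further: higher means more PKAc released from R1A so a rise in polarization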
PKA-R2B activ = activates the human PKA-R2B holoenzyme complex; P22694+P31323; PKA-R2B holoenzyme dissociation, Cy5-IP20 fluorescence polarization; R2B truncated from residue 108, S112A mutant; 0% DMSO only, 100% 113 µM cGMP; activation, % at 11.4 µM; actives 0.079% (n = 340,000); AID 504700;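 active means activation above a cutoff set at the mean over all compounds plus 3 SD, cut at about 18% in these data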;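 further: higher means more holoenzyme dissociation and a rise in polarization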
Arr AP2 block = inhibitors of human beta-arrestin and AP2 interaction; FITC-arrestin peptide / GST-AP2 beads, flow cytometry; AP2 beta2 appendage carries R879A mutation; inhibition, % at 10 µM; actives 0.31% (n = 340,000); AID 504490;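 active means inhibition above a set limit, near 3 SD of compounds lacking own fluorescence, cut at about 54% in these data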;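 further: plate controls were DMSO wells for no effect and 5 µM unlabelled arrestin peptide for full effect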
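Test system: GST-tagged AP2 beta2-adaptin appendage (R879A) on 4 µm glutathione beads; also added: fluorescein-tagged arrestin peptide at 50 nM final; timing: 12 min plus 1 h, RT; signal: flow cytometry, FL1 (488/535 nm); read-out: percent drop in bead-associated FITC signal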
V-ATPase pHluor = regulators of yeast V-ATPase proton transport | S. cerevisiae, pHLuorin cytosolic pH fluorescence | response, % at 10 µM | actives 0.37% (n = 350,000) | AID 504577; in the data active means response mostly above about 7.3%, no sharp cut-off; inactive means mostly below about 5.4%; further: actives read high; inactives centre near 0; some compounds called inactive have numbers as strong as hits; reference of the scale not given here
DAGLB inh = blocks human DAGLB lipase activity; AID 504411; inhibition, % at 5.17 µM; HEK293T DAGLB membrane lysate, EnzChek fluorogenic substrate; actives 0.059% (n = 340,000); in the data active means inhibition above about 34%;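 further: 0% = enzyme with vehicle and 100% = wells lacking enzyme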
* marks the source's active call; other numbers are inactive results; / = not tested or not shown.

no.	canonical_smiles	MOR-DOR inv ag	HTR5A inv ctr	MOR-DOR ag	HTR5A ag ctr	Pemphigus Ab inh	PKA-R1A act	PKA-R2B activ	Arr AP2 block	V-ATPase pHluor	DAGLB inh
1	CCOc1ncccc1C(=O)N1CCN(S(=O)(=O)c2ccc(Br)cc2Cl)CC1	-14	1	2.9	0	95	-10	-11	0	-2	-1
2	Cc1nc(Sc2nnnn2-c2ccccc2)c(C#N)c(C)c1C	9	0	-1.4	0	100	10	-3	2	-3	-3
3	COc1ccc(C2=NC(CO)(CO)CO2)cc1	10	14	-1.4	1	114	4	1	-2	3	4
4	CC1=CC(=O)C(C(C)C)=CC1=NC(=O)c1ccc(C)cc1	-1	8	0.1	0	95	1	-5	-6	2	-1
5	COC(=O)C1=C(N)OC2=C(C(=O)CCC2)C1c1ccc2c(c1)OCO2 (configuration not stated)	1	-16	-0.3	4	98	0	-6	-5	1	2
6	CC1CC(C)(C)CC2(C1)NC(=O)N(CC(=O)NCCc1ccc3c(c1)OCCO3)C2=O (configuration not stated)	-6	-7	1.0	9	98	-3	15	-1	0	-1
7	Cc1nc2nc(C)c(CCC(=O)NCc3ccc4c(c3)OCO4)c(C)n2n1	12	-1	-2.3	-4	/	-7	1	51	0	1
8	COc1ccc(CCNCCN2CCOCC2)cc1	17	-21	-3.4	6	119	-1	4	-3	-1	1
9	Cc1ccc(-n2c3c(cc(C(=O)N4CCN(C)CC4)c2=O)C(=O)CC(C)(C)C3)cc1	6	-49	-1.0	2	97	7	-6	-2	-2	3
10	CCC(C)N(C(=O)COc1ccc(NC(C)=O)cc1)C1CCS(=O)(=O)C1 (configuration not stated)	9	13	-1.6	4	100	-16	8	-3	-1	-2
11	CC1(C)Cc2c(cnn2-c2ccccc2)C(=O)/C1=N\NC(=O)c1ccccc1O	10	11	-1.8	-4	/	2	-5	4	0	-7
12	COc1ccc(Nc2ccnc3ccccc23)cc1	8	-24	-1.8	0	104	1	-6	7	5	-1
13	COC(=O)/C(=C/c1ccco1)NC(=O)c1ccccc1	19	2	-3.7	0	102	-12	3	15	-1	2
14	CCCCCCN=C(C)C1=C(O)C(C(=O)OC)C(C)(C)CC1=O (configuration not stated)	8	-26	-1.4	3	107	-9	8	40	3	-2
15	O=C(NC12CC3CC(CC(C3)C1)C2)c1ccccc1O	-18	4	2.9	8	/	-8	5	29	1	-6
16	Cc1ccc(OC(=O)Cn2c(C(F)(F)F)nc3ccccc32)cc1	2	-1	-0.5	-2	114	-3	-3	9	4	-3
17	COc1ccc(S(=O)(=O)N2CCCN(CC(=O)Nc3ccc(NC(C)=O)cc3)CC2)cc1	11	-8	-1.8	-4	/	4	1	19	1	3
18	Cc1ccc2oc(=O)c3cc(C(=O)NCCCN4CCc5ccccc5C4)sc3c2c1	-16	-3	3.2	1	110	0	6	0	4	2
19	COc1ccc(Br)cc1/C=C/C(=O)NCC(=O)O	10	-13	-2.1	6	100	4	6	-6	-2	-2
20	CCC1C(C#N)=C(SC)NC2=C1C(=O)CC(C)(C)C2 (configuration not stated)	-9	-2	1.9	1	104	7	3	13	-3	0
21	CCN1C(=O)C(CC(=O)N2CCN(C(c3ccccc3)c3ccccc3)CC2)N(CC)C1=O (configuration not stated)	7	-2	-1.3	-1	100	12	-8	33	-1	1
22	C#CCOCCOCCOCCNc1nc(N2CCN(C(=O)[C@H](CC(N)=O)n3cc([C@@H](N)C(C)C)nn3)CC2)nc(N2CCN(C(=O)[C@H](CC(N)=O)n3cc([C@@H](N)C(C)C)nn3)CC2)n1	-1	7	0.2	-4	101	12	10	4	0	-3
23	CCC(=O)NCC(c1ccco1)N1CCN(c2ccc(OC)cc2)CC1 (configuration not stated)	19	10	-3.6	-6	100	-1	4	1	0	-2
24	CC(=O)NC1C(Oc2cccc(C)c2)OC2COC(c3ccco3)OC2C1O (configuration not stated)	13	2	-2.2	-1	101	8	-8	11	0	-1
25	Cc1c(C)c(C)c(C(=O)CCc2cccc(NC(=O)CCC(=O)O)c2)c(C)c1C	12	6	-2.4	-2	107	11	-8	27	1	-1
26	O=C(COC(=O)c1cc[n+]([O-])cc1)Nc1ccc([N+](=O)[O-])cc1	13	-10	-2.5	-3	103	3	-5	-1	5	0
27	CN(Cc1ccccc1)C1=CC(=[N+]2CCCC2)CC(C)(C)C1	9	15	-1.8	7	98	-5	4	-6	2	-1
28	Cn1c2ccc(F)cc2c2ncn(CCN3CCOCC3)c(=O)c21	5	-23	-1.0	0	84	-18	8	6	-1	0
29	Cc1cc(C)n2ncc(C(=O)Nc3ccc(Cl)c(Cl)c3)c2n1	18	0	-3.6	0	97	1	-3	13	-2	-4
30	O=C1C2C3C=CC(CC3)C2C(=O)N1c1cccc(C(F)(F)F)c1 (configuration not stated)	11	0	-2.2	0	103	0	-6	18	2	-1

A different layout for some results above.
[18] Cc1ccc2oc(=O)c3cc(C(=O)NCCCN4CCc5ccccc5C4)sc3c2c1
[12] COc1ccc(Nc2ccnc3ccccc23)cc1
[17] COc1ccc(S(=O)(=O)N2CCCN(CC(=O)Nc3ccc(NC(C)=O)cc3)CC2)cc1
[15] O=C(NC12CC3CC(CC(C3)C1)C2)c1ccccc1O
[13] COC(=O)/C(=C/c1ccco1)NC(=O)c1ccccc1

assay / entry,18,12,17,15,13
MOR-DOR inv ag,-16,8,11,-18,19
HTR5A inv ctr,-3,-24,-8,4,2
MOR-DOR ag,3.2,-1.8,-1.8,2.9,-3.7
HTR5A ag ctr,1,0,-4,8,0
Pemphigus Ab inh,110,104,/,/,102
PKA-R1A act,0,1,4,-8,-12
PKA-R2B activ,6,-6,1,5,3
Arr AP2 block,0,7,19,29,15
V-ATPase pHluor,4,5,1,1,-1
DAGLB inh,2,-1,3,-6,2

Later entries
no.	canonical_smiles	MOR-DOR inv ag	HTR5A inv ctr	MOR-DOR ag	HTR5A ag ctr	Pemphigus Ab inh	PKA-R1A act	PKA-R2B activ	Arr AP2 block	V-ATPase pHluor	DAGLB inh
31	O=C(C1CCCN(Cc2ccccc2C(F)(F)F)C1)N1CCCCC1 (configuration not stated)	-16	-4	2.7	3	108	6	-5	-5	0	-2
32	NS(=O)(=O)c1ccc(NC(=O)COC(=O)c2cc([N+](=O)[O-])ccc2Cl)cc1	-22	-27	4.3	0	105	-3	4	11	3	-1
33	CCN1CCN(CCCNC(=O)c2ccc(NC(=O)C3=CSCCO3)cc2)CC1	15	0	-2.8	0	98	-14	-5	-3	1	1
34	Cc1ccc(N(Cc2ccccc2)C(=O)CN2C(=O)NC3(CCCC3)C2=O)cc1	8	11	-2.4	-1	111	-3	13	15	0	-1
35	COC(=O)[C@H]1C[C@@]2(O)CN(S(=O)(=O)c3ccc(C)cc3)C[C@@]2(OC(=O)NCc2ccccc2F)C[C@H]1C(=O)OC	/	/	/	/	109	0	4	/	2	-1
36	COc1cccc(/C=N/NC(=O)Cn2nc([N+](=O)[O-])cc2C)c1	9	-3	-1.9	-2	/	0	4	34	-1	-1
37	Cc1nn(C)c(Cl)c1NC(=O)OCc1ccc(Cl)cc1Cl	-11	-2	2.2	1	97	2	2	-1	2	-1
38	CCCCCC(=O)N1CCN(CCN=CC2=C(O)CC(c3ccco3)CC2=O)CC1 (configuration not stated)	11	6	-2.0	-1	105	-2	-13	-1	0	0
39	CCOc1ccc(CN(C(=O)c2oc3ccccc3c2C)C2CCS(=O)(=O)C2)cc1 (configuration not stated)	-30	-5	5.4	0	104	-14	1	2	-2	-2
40	CCc1ccccc1NC(=O)C1CC(c2ccc(OC)cc2)=NO1 (configuration not stated)	4	4	-0.8	-1	97	-10	-2	11	1	1
41	CCN(c1ccc2c(c1)OCO2)S(=O)(=O)c1cc2c(cc1Br)CCN2C(=O)C1CC1	12	-1	-2.6	0	94	-2	6	12	3	-3
42	Cc1c(Cl)cccc1NC(=O)CNC(=O)Cc1c[nH]c2ccccc12	1	0	-0.3	-1	102	-1	1	-7	8	2
43	O=C(O)c1cccc2cccc(-c3c4ccc(=O)c(O)c-4oc4c(O)c(O)ccc34)c12	4	-11	-1.0	3	13*	4	5	54	-1	4
44	Cc1ccc(NC(=O)n2ncc3c(C)cccc32)cc1F	5	7	-0.8	-2	94	-3	-5	18	1	-2
45	Cc1ccc(-c2noc(CCC(=O)NCCN3CCN(Cc4ccccc4)CC3)n2)cc1	14	-25	-3.2	4	118	-2	-1	1	7	-4
46	O=C1CC(NNc2nc3ccccc3s2)C(=O)N1c1ccc(F)cc1 (configuration not stated)	20	-37	-3.9	4	/	-4	1	-8	-1	-1
47	CCN(CCn1cccn1)C(=O)CC1C(=O)NCCN1CCc1ccccc1 (configuration not stated)	12	18	-2.2	1	103	-7	-7	-2	0	0
48	C/C(=N\NC(=O)c1ccc(C)cc1C)c1ccc2c(c1)OCO2	-3	-9	0.5	3	/	-12	-3	-7	5	3
49	CN1C(=O)[C@H]2[C@@H](/C=C/c3ccccc3)N3C(=O)CN(Cc4ccc(-c5ccccc5)cc4)C(=O)[C@@]3(Cc3ccccc3)[C@H]2C1=O	15	5	-2.8	0	104	-6	-6	2	1	1
50	O=C(CCN1C(=O)c2ccccc2C1=O)Nc1nc2ccccc2s1	11	18	-2.4	-3	105	3	-2	/	-3	7
51	Cc1ccc(Cl)cc1NC(=O)CN1C(=O)NC2(CCCCCC2)C1=O	15	-6	-3.9	-1	100	1	-7	-17	6	0
52	O=C(Nc1ccccc1)c1cc2ccc3ccccc3c2s1	-27	-19	5.5	3	106	-3	-10	32	5	-5

Sorted by value in PKA-R1A act (ascending): some entries from above.
no.	mol	MOR-DOR inv ag	MOR-DOR ag	Pemphigus Ab inh	PKA-R1A act	PKA-R2B activ	Arr AP2 block	V-ATPase pHluor	DAGLB inh
33	CCN1CCN(CCCNC(=O)c2ccc(NC(=O)C3=CSCCO3)cc2)CC1	15	-2.8	98	-14	-5	-3	1	1
47	CCN(CCn1cccn1)C(=O)CC1C(=O)NCCN1CCc1ccccc1 (configuration not stated)	12	-2.2	103	-7	-7	-2	0	0
37	Cc1nn(C)c(Cl)c1NC(=O)OCc1ccc(Cl)cc1Cl	-11	2.2	97	2	2	-1	2	-1

Compounds shown so far that have a COOH group:
no.	canonical_smiles	MOR-DOR inv ag	HTR5A inv ctr	MOR-DOR ag	HTR5A ag ctr	Pemphigus Ab inh	PKA-R1A act	PKA-R2B activ	Arr AP2 block	V-ATPase pHluor	DAGLB inh
19	COc1ccc(Br)cc1/C=C/C(=O)NCC(=O)O	10	-13	-2.1	6	100	4	6	-6	-2	-2
25	Cc1c(C)c(C)c(C(=O)CCc2cccc(NC(=O)CCC(=O)O)c2)c(C)c1C	12	6	-2.4	-2	107	11	-8	27	1	-1
43	O=C(O)c1cccc2cccc(-c3c4ccc(=O)c(O)c-4oc4c(O)c(O)ccc34)c12	4	-11	-1.0	3	13*	4	5	54	-1	4
